UPR XBP1 act: activators of adaptive XBP1 UPR arm, primary screen, cell-based, CHO-XBP1 luciferase reporter, luminescence, uHTS | IRE1-XBP1 UPR activation; percent of tunicamycin response, DMSO as zero | activation, % at 20 µM | 330,000 tested, 0.33% active | AID 463104, 2010;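 active = versus positive control, 20 µM dose yields 30% or more activation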;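 note: 100% = tunicamycin at 10 µg/mL and 0% = DMSO only wells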
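Material: CHO-XBP1 cells stably carrying IRE1-XBP1-driven luciferase reporter | Medium: F12 with 10% serum | Compound dosing: 20 µM single concentration, DMSO 1% | Incubation: Overnight seeding at 37 °C, 6 h compound treatment at 37 °C | Detection: Steady-Glo luminescence read | Read-out basis: % activation of reporter signal versus tunicamycin and DMSO controls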
APJ ag: agonists of human apelin receptor APJ, primary screen, CHO-K1 cells, PathHunter beta-arrestin, luminescence. 0% DMSO wells, 100% apelin. 330,000 tested, 0.11% active. P35414. activation, % at 20 µM;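 active = activation more than six SD over the plate average, tested at 20 µM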;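 note: 0% = DMSO alone and 100% = apelin-13 at 10 nM; some results filed as inactive read as strong as hits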
Target sequence (P35414 whole entry, looked up): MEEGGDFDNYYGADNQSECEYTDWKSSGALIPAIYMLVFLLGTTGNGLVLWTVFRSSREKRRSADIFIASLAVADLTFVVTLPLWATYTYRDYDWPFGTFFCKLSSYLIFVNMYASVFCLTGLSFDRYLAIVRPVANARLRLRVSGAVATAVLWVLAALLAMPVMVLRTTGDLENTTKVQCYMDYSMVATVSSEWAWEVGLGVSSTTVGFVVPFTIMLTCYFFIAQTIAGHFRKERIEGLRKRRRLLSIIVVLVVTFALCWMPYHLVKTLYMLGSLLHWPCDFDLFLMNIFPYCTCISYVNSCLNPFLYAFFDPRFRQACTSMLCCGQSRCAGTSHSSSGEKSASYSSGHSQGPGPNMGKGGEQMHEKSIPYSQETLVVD
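Material: CHO-K1 APJ beta-arrestin complementation cell line; Input: cell density 1000 per well; Incubation: compound stimulation 90 min at 25 °C, detection 60 min; Signal: luminescence from split beta-galactosidase complementation, Galacton Star/Emerald II substrate; Controls: DMSO-only wells as negative, 10 nM Apelin-13 as positive control.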
APJ antagonist: antagonists of human apelin receptor APJ, primary screen, CHO-K1 cells, beta-arrestin complementation, luminescence; P35414; inhibition, % at 20 µM; 330,000 tested, 0.32% active;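 active = inhibition above about 40% at 20 µM, limit read from the data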;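 note: cells challenged with 10 nM apelin-13 agonist together with compound; plate controls were apelin-13 plus DMSO wells for no effect and DMSO wells lacking apelin-13 for full effect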
UPR CHOP act: activators of apoptotic CHOP UPR arm, primary screen, cell-based, CHO-CHOP luciferase reporter, luminescence, uHTS | UPR activation; percent of tunicamycin response over DMSO baseline | activation, % at 10 µM | 330,000 tested, 0.34% active | AID 449763, 2010;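 active = at 10 µM dose, activation of 40% or more, normalized to positive control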;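 note: 100% = tunicamycin at 10 µg/mL and 0% = DMSO alone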
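Test system: CHO-CHOP cells, stable luciferase reporter of PERK-eIF2a-CHOP signalling | Quantity: 500 CHO-CHOP cells per well | Buffer or medium: F12 plus 10% serum | Compound dosing: 10 µM single point, 0.5% DMSO | Schedule: 6 h compound treatment, 37 °C | Signal: Luciferase luminescence | Control set: Tunicamycin high control, DMSO low control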
EBI2 antag: EBI2 receptor antagonists, beta-arrestin recruitment, primary screen, cell-based, luminescence, 7a,25-OHC stimulation, uHTS; 7a,25-OHC stimulated; 360,000 tested, 0.81% active; inhibition, % at 5 µM; in the data active = inhibition above about 38%;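 note: enzyme fragment complementation signal reports receptor beta-arrestin coupling in cells; 0% = agonist plus DMSO wells and 100% = wells without agonist; some results beyond the cut were filed as inactive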
Target sequence (P32249 whole entry, looked up, the tested form may be a part): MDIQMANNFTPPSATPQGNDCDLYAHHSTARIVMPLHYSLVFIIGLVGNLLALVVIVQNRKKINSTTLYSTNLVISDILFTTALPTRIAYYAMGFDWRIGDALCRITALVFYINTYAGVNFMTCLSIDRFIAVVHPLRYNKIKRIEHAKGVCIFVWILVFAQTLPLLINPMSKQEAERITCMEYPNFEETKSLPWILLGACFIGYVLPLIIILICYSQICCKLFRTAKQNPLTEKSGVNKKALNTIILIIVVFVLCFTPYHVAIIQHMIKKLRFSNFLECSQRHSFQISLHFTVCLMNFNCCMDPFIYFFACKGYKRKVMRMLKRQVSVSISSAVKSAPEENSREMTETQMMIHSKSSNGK
tim23-1 inh: growth inhibitors of tim23-1 mutant yeast, primary screen, luminescence, uHTS. inhibition, % at 20 µM. 330,000 tested, 1.3% active. S. cerevisiae tim23-1 growth, BacTiter-Glo luminescence, 24 h;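 active = growth inhibition of the mutant yeast at or above 50%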;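 note: temperature-sensitive mutant grown at 25 °C; plate controls were DMSO-treated mutant yeast for no effect and medium wells lacking yeast for full effect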
CXCR6 inh: CXCR6 receptor inhibitors, primary screen, cell-based, beta-arrestin, luminescence, CHO-K1 PathHunter, 1536-well. inhibition, % at 20 µM. C-X-C chemokine receptor type 6 (Homo sapiens), O00574. 360,000 tested, 0.36% active; in the data active = inhibition above about 34%, passing the limit was not always enough;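 note: antagonist mode with CXCL16 agonist at 10 nM final; 0% = 10 nM CXCL16 with DMSO and 100% = unstimulated wells without agonist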
Target sequence (O00574 whole entry, looked up): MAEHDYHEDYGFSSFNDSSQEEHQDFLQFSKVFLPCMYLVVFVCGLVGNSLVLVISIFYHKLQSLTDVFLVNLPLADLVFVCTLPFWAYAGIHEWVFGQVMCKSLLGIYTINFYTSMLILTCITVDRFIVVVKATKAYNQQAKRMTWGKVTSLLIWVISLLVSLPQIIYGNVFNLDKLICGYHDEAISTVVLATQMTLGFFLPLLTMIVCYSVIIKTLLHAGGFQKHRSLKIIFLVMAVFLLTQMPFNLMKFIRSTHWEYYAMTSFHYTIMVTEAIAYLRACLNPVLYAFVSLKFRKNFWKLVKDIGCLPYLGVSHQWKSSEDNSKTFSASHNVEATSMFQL
Mdm2 MdmX PPI: inhibitors of human Mdm2-MdmX association, primary screen, cell-based, luminescence, split luciferase, SaOS-2, uHTS | 330,000 tested, 3% active | SaOS-2 split-luciferase Mdm2/MdmX complementation | inhibition, % at 8 µM;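 active = inhibition of at least 50% at 8 µM in the primary screen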
CCR6 antagonist: CCR6 receptor antagonists, primary screen, cell-based, CHO-K1, luminescence, beta-arrestin, uHTS | C-C chemokine receptor type 6 (Homo sapiens), P51684 | CHO-K1 CCR6 PathHunter beta-arrestin, CCL20-stimulated | inhibition, % at 20 µM | 340,000 tested, 0.49% active | AID 493098, 2011;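 active = compounds whose inhibition of the agonist-driven luminescence signal at 20 µM reaches about 50%, limit read from the data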;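 note: cells stimulated with CCL20 at 14 nM final; plate controls were DMSO with CCL20 for no effect and DMSO without agonist for full effect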
The depositor's hits bear a star.

CC(=O)Nc1nc(-c2ccccc2)cc(-c2ccco2)c1C#N was read as UPR XBP1 act -3, APJ ag -4, APJ antagonist -2, UPR CHOP act 1.7, EBI2 antag -3, tim23-1 inh 7, CXCR6 inh 17, Mdm2 MdmX PPI 16 and CCR6 antagonist 7.
Screening O=C(NCc1ccc(F)cc1)C(c1ccccc1)N(CC1CCCO1)C(=O)Cn1nnc2ccccc21 (stereo unspecified) returned UPR XBP1 act 4, APJ ag -2, APJ antagonist 3, UPR CHOP act 6.8, EBI2 antag -12, tim23-1 inh 13, CXCR6 inh 6, Mdm2 MdmX PPI -96 and CCR6 antagonist 6.
For O=c1c2ccccc2nc(/C=C/c2ccc(O)cc2)n1CCc1ccccc1 the results were UPR XBP1 act 2, APJ ag -5, APJ antagonist -20, UPR CHOP act 0.1, EBI2 antag 28, tim23-1 inh 0, CXCR6 inh -2, Mdm2 MdmX PPI 44 and CCR6 antagonist 7.
`Cn1c(=O)c([N+](=O)[O-])c(-n2cnc3ccccc32)c2ccccc21` gave UPR XBP1 act 8, APJ ag 3, APJ antagonist 10, UPR CHOP act 21, EBI2 antag -1, tim23-1 inh 18, CXCR6 inh -6, Mdm2 MdmX PPI 11 and CCR6 antagonist 1.
`COc1ccc(CCNC(=O)Cc2ccc(OCc3ccccc3)c(OC)c2[N+](=O)[O-])cc1OCc1ccccc1` gave UPR XBP1 act -2, APJ ag 3, APJ antagonist -5, UPR CHOP act 0.5, EBI2 antag 14, tim23-1 inh 19, CXCR6 inh -1, Mdm2 MdmX PPI 37 and CCR6 antagonist 9.
For C=CCNC(=O)CN1C2CCCC1CC(NC(=O)c1ccccc1C)C2 (stereo unspecified) the results were UPR XBP1 act 1, APJ ag 1, APJ antagonist 2, UPR CHOP act 0.8, EBI2 antag -11, tim23-1 inh 3, CXCR6 inh 5, Mdm2 MdmX PPI -10 and CCR6 antagonist -7.
`CCC(C)(C)n1nnnc1C(c1cc2cccc(C)c2[nH]c1=O)N1CCN(C(=O)c2ccco2)CC1` (stereo unspecified) gave UPR XBP1 act 0, APJ ag -2, APJ antagonist 10, UPR CHOP act -0.3, EBI2 antag -7, tim23-1 inh 10, CXCR6 inh -7, Mdm2 MdmX PPI 12 and CCR6 antagonist 4.
For CN(C)c1ccc(C(=O)NCC2CCCO2)cc1 (stereo unspecified) the results were UPR XBP1 act 2, APJ ag -3, APJ antagonist 2, UPR CHOP act 2.8, EBI2 antag 3, tim23-1 inh 9, CXCR6 inh -5, Mdm2 MdmX PPI -27 and CCR6 antagonist 5.
CCOC(=O)c1sc(NC(=O)CNCc2cccnc2)c(C(=O)OCC)c1C was read as UPR XBP1 act 0, APJ ag 0, APJ antagonist 7, UPR CHOP act -0.6, EBI2 antag 14, tim23-1 inh -16, CXCR6 inh 15, Mdm2 MdmX PPI 13 and CCR6 antagonist 8.
For CCOc1ccc(Nc2nc(N3CCOCC3)nc(N3CCOCC3)n2)cc1 the results were UPR XBP1 act -2, APJ ag -4, APJ antagonist 6, UPR CHOP act -0.9, EBI2 antag 14, tim23-1 inh -1, CXCR6 inh -4, Mdm2 MdmX PPI 12 and CCR6 antagonist 3.
Screening Cn1cc(S(=O)(=O)N2CCN(Cc3ccccc3)CC2)c(=O)n(C)c1=O returned UPR XBP1 act -1, APJ ag -4, APJ antagonist -8, UPR CHOP act -1.0, EBI2 antag -5, tim23-1 inh 0, CXCR6 inh 1, Mdm2 MdmX PPI -32 and CCR6 antagonist 12.
For C(=N\n1cnnc1)/C1CCCCC1 the results were UPR XBP1 act -1, APJ ag 0, APJ antagonist 5, UPR CHOP act -0.2, EBI2 antag -4, tim23-1 inh 10, CXCR6 inh -8, Mdm2 MdmX PPI 11 and CCR6 antagonist 10.
Screening Brc1cccc(/C=N/Nc2nn[nH]n2)c1 returned UPR XBP1 act 4, APJ ag -2, APJ antagonist -8, UPR CHOP act 1.1, EBI2 antag 3, tim23-1 inh -10, CXCR6 inh 8, Mdm2 MdmX PPI -4 and CCR6 antagonist -14.
`CN(CC(=O)Nc1ccccc1C(F)(F)F)C(=O)COc1cccnc1[N+](=O)[O-]` gave UPR XBP1 act 1, APJ ag 0, APJ antagonist 6, UPR CHOP act -0.2, EBI2 antag -5, tim23-1 inh 13, CXCR6 inh -1, Mdm2 MdmX PPI 2 and CCR6 antagonist 12.
COC(=O)CCN1CCN(S(=O)(=O)c2cccc(Br)c2)CC1 was read as UPR XBP1 act 0, APJ ag -1, APJ antagonist -11, UPR CHOP act -0.8, EBI2 antag -3, tim23-1 inh 9, CXCR6 inh 8, Mdm2 MdmX PPI -14 and CCR6 antagonist 7.
For Nc1ncnc2c1ncn2[C@@H]1O[C@H](CNS(=O)(=O)c2ccc(-c3ccno3)s2)[C@@H](O)[C@H]1O the results were UPR XBP1 act 2, UPR CHOP act 2.5, EBI2 antag 0, tim23-1 inh 39, CXCR6 inh -5, Mdm2 MdmX PPI 6 and CCR6 antagonist 16.
Screening O=C(CCc1nc2ccccc2s1)OCC(=O)c1ccccc1 returned UPR XBP1 act 23, APJ ag -3, APJ antagonist 10, UPR CHOP act 1.9, EBI2 antag -10, tim23-1 inh 24, CXCR6 inh 6, Mdm2 MdmX PPI -27 and CCR6 antagonist 16.
`CC(C)C(NC(=O)CN(c1ccc2c(c1)OCCO2)S(=O)(=O)c1ccccc1)C(C)C` gave UPR XBP1 act -5, APJ ag -5, APJ antagonist 24, UPR CHOP act -1.3, EBI2 antag 10, tim23-1 inh 16, CXCR6 inh 2, Mdm2 MdmX PPI 2 and CCR6 antagonist 15.
`COc1ccc(-n2c(SCC(=O)Nc3cc(C(=O)O)ccc3C)nc3ccccc3c2=O)cc1Cl` gave UPR XBP1 act -3, APJ ag -3, APJ antagonist -13, UPR CHOP act 0.2, EBI2 antag 5, tim23-1 inh 28, CXCR6 inh 5, Mdm2 MdmX PPI 10 and CCR6 antagonist 5.
Screening CC1(C)Cc2c(sc3nnn(Cc4ccccc4)c(=O)c23)CO1 returned UPR XBP1 act 0, APJ ag 4, APJ antagonist 5, UPR CHOP act -1.2, EBI2 antag -2, tim23-1 inh 22, CXCR6 inh 10, Mdm2 MdmX PPI 17 and CCR6 antagonist 8.
For COc1ccc(C2NC(=O)c3ccccc3N2)cc1 (stereo unspecified) the results were UPR XBP1 act -2, APJ ag -2, APJ antagonist -2, UPR CHOP act 6.2, EBI2 antag -2, tim23-1 inh 17, CXCR6 inh 2, Mdm2 MdmX PPI 2 and CCR6 antagonist -3.
COCCNC(=O)c1cc(-c2ccc3c(c2)OCO3)on1 was read as UPR XBP1 act -2, APJ ag -2, APJ antagonist -1, UPR CHOP act -1.8, EBI2 antag -17, tim23-1 inh 3, CXCR6 inh -2, Mdm2 MdmX PPI -62 and CCR6 antagonist 1.
`CS(=O)(=O)c1ccc2nc(NC(=O)CN3C(=O)C4CC=CCC4C3=O)sc2c1` (stereo unspecified) gave UPR XBP1 act 1, APJ ag -1, APJ antagonist 2, UPR CHOP act -0.1, EBI2 antag -4, tim23-1 inh 7, CXCR6 inh 5, Mdm2 MdmX PPI 5 and CCR6 antagonist 2.
`COc1cc(CCC(=O)Nc2sccc2C#N)cc(OC)c1OC` gave UPR XBP1 act -5, APJ ag 0, APJ antagonist -2, UPR CHOP act -1.4, EBI2 antag -5, tim23-1 inh 15, CXCR6 inh 3, Mdm2 MdmX PPI -3 and CCR6 antagonist 2.
Screening Cn1cc(Cl)c(C(=O)Nc2nccs2)n1 returned UPR XBP1 act -1, APJ ag -1, APJ antagonist -12, UPR CHOP act 4.7, EBI2 antag -4, tim23-1 inh 20, CXCR6 inh 4, Mdm2 MdmX PPI -9 and CCR6 antagonist 0.
`CCOC(=O)c1c(C)[nH]c(C(=O)CC(=O)OC)c1C` gave UPR XBP1 act 1, APJ ag -1, APJ antagonist 10, UPR CHOP act -1.0, EBI2 antag -5, tim23-1 inh 4, CXCR6 inh -4, Mdm2 MdmX PPI -16 and CCR6 antagonist 2.
Screening CCNC(=S)N/N=C/c1sccc1C returned UPR XBP1 act 1, APJ ag -1, APJ antagonist -21, UPR CHOP act 2.9, tim23-1 inh 50 and Mdm2 MdmX PPI 1.
`CC(=O)c1ccc(NC(=O)c2ccc(CSc3ccccc3)o2)cc1` gave UPR XBP1 act 0, APJ ag -1, APJ antagonist 10, UPR CHOP act -0.2, EBI2 antag -1, tim23-1 inh -35, CXCR6 inh 1, Mdm2 MdmX PPI 14 and CCR6 antagonist 25.
For CSc1ccccc1NC(=O)CN(C)C(=O)c1ccc(NC(=O)c2cccs2)cc1 the results were UPR XBP1 act -1, APJ ag -2, APJ antagonist 1, UPR CHOP act -1.1, EBI2 antag -17, tim23-1 inh 15, CXCR6 inh -11, Mdm2 MdmX PPI 10 and CCR6 antagonist 8.
`O=C(Cc1ccc(-c2ccccc2)cc1)Nc1ccccn1` gave UPR XBP1 act 2, APJ ag 0, APJ antagonist 1, UPR CHOP act 5.4, EBI2 antag 8, tim23-1 inh 26, CXCR6 inh 5, Mdm2 MdmX PPI 69* and CCR6 antagonist -9.
Cc1cc(N2CCN(c3ccccc3)CC2)n2cc(-c3ccccc3)nc2n1 was read as UPR XBP1 act -6, APJ ag -4, APJ antagonist 15, UPR CHOP act 1.3, EBI2 antag -3, tim23-1 inh 45, CXCR6 inh 0, Mdm2 MdmX PPI -20 and CCR6 antagonist 12.
`COc1ccc2c(CCNC(=O)/C=C/c3ccc(OC)c(OC)c3)c[nH]c2c1` gave UPR XBP1 act -4, APJ ag 2, APJ antagonist -4, UPR CHOP act 0.3, EBI2 antag 0, tim23-1 inh 4, CXCR6 inh 0, Mdm2 MdmX PPI 16 and CCR6 antagonist 1.
`Cc1cc(C(C)(C)C)cc(C)c1COC(=O)c1cccnc1` gave UPR XBP1 act -3, APJ ag -1, APJ antagonist 7, UPR CHOP act 1.5, EBI2 antag -6, tim23-1 inh 14, CXCR6 inh 1, Mdm2 MdmX PPI 3 and CCR6 antagonist 19.
Screening Cc1cccc(NC(=S)NC2CC3C=CC2C3)c1 (stereo unspecified) returned UPR XBP1 act -1, APJ ag 5, APJ antagonist 13, UPR CHOP act 1.2, EBI2 antag -13, tim23-1 inh 8, CXCR6 inh 0, Mdm2 MdmX PPI -6 and CCR6 antagonist 8.

Source: PubChem

Some of the compounds tested; count on the stated rates, not on these rows.
